High-throughput results as filed in PubChem.
All columns: NCI-60 one-dose screen, growth in % after 48 h at 10 µM unless noted; 100 = growth as untreated, 0 = no growth, -100 = all killed.
SN12C – SN12C renal cancer cells; 81,000 compounds, 3.8% hits; AID 1794767
SF-268 – SF-268 CNS cancer cells; 82,000 compounds, 3.1% hits
SF-295 – SF-295 CNS cancer cells | 79,000 compounds, 5.6% hits
TK-10 – TK-10 renal cancer cells; 81,000 compounds, 3.9% hits
786-0 – 786-0 renal cancer cells; 81,000 compounds, 5.1% hits
U251 – U251 CNS tumor cells; 80,000 compounds, 5.4% hits
CAKI-1 – CAKI-1 renal cancer | 75,000 compounds, 4.7% hits | AID 1794772
UO-31 – UO-31 renal cancer. 81,000 compounds, 5.2% hits. AID 1794768
Starred values were filed as active, the others as inactive; / = no result given; & = joins results of further samples; ! = not active in a repeat. How the source made its calls: active means growth percent below 10; inactive means the rest.

Labels used below: A = SN12C; B = SF-268; C = SF-295; D = TK-10; E = 786-0; F = U251; G = CAKI-1; H = UO-31
> O=S1(=O)C=CCC1
  A: 97; B: 119; C: 97; D: 128; E: 100; F: 86; G: 100; H: 102

> CCc1ccc(CC)c(CC)c1CC
  A: 105; B: 94; C: 96; D: 105; E: 112; F: 95; G: 88; H: 80

> CC(C)(C)OC(=O)N1CCC[C@]2(C)[C@H]3CC=C4[C@H]5[C@@H](O)C(C)(C)CC[C@]5(CO)CC[C@@]4(C)[C@]3(C)CC[C@H]2C1(C)C
  A: 57; B: 70; C: 55; D: 84; E: 66; F: 60; G: 44; H: 56

> CCN(CC)CCNc1cc(-c2cccc(OC(F)(F)F)c2)nc2ccc(N3CCCC3)cc12
  A: 3.1*!; B: 35&19&61; C: -26*!; D: 40&19&75; E: 1.3*!; F: -37*!; G: 23&34&49; H: -13*!

> CC(C)Cc1ccc(C(C)C(=O)NCc2ccc(Cn3c(=O)sn(CCCCl)c3=O)cc2)cc1 (stereo not given)
  A: -60*!; B: -40*!; C: 54&98; D: -92*!; E: -72*!; F: 7.9*!; G: -87*!; H: -100*!

> c1ccc(-c2nc(N3CCCNCC3)c3nc(-c4ccccc4)oc3n2)cc1
  A: -23*; B: 52; C: 96; D: -47*; E: 67; F: -91*; G: 40; H: 51

> Cc1sccc1-c1nnc(-c2c(-c3ccc(F)cc3)nc3ccccn23)o1
  A: 108; B: /; C: 104; D: 108; E: 106; F: 107; G: 100; H: 89

> COc1cc(OC)c2c(c1)nc(-c1ccccc1)c1c(=O)n(C)c(=O)n(C)c12
  A: /; B: 110; C: 106; D: 109; E: 104; F: 110; G: 110; H: 97

> O=C(CS)OCC(COC(=O)CS)(COC(=O)CS)COC(=O)CS
  A: 90; B: 83; C: /; D: 113; E: 103; F: 103; G: 97; H: 94

> C=C1CC2(OC1=O)C(=O)N(CCCCCCCCCCCCN1C(=O)C3(CC(=C)C(=O)O3)c3ccccc31)c1ccccc12 (stereo not given)
  A: 53; B: 93; C: 98; D: 96; E: 99; F: 74; G: 80; H: 77

> Cc1cccc(Nc2nc3c(s2)C2=CC[C@H]4[C@@H]5C[C@@H]6O[C@]7(CC[C@@H](C)CO7)C(C)[C@@H]6[C@@]5(C)CC[C@@H]4[C@@]2(C)CC3)n1 (stereo not given in full)
  A: 95; B: 96; C: 87; D: 160; E: 95; F: 79; G: 78; H: 79

> O=C1Nc2ccc([N+](=O)[O-])cc2/C1=N/c1n[nH]c(=S)s1
  A: 99; B: 93; C: 101; D: 106; E: 100; F: 94; G: 80; H: 82

> COC(=O)/C(CCC=C(C)C)=C1\[C@@H](OC(C)=O)C[C@@]2(C)[C@H]1C/C(=N\O)[C@H]1[C@@]3(C)CCNC(=O)[C@@H](C)[C@@H]3CC[C@@]12C
  A: 101; B: 102; C: 99; D: 113; E: 105; F: 97; G: 95; H: 80

> COc1ccc2c(c1)C(N1CCCCCC1=O)CCN2Cc1ccc(Cl)cc1 (stereo not given)
  A: 101; B: 97; C: 83; D: 105; E: 94; F: 104; G: 80; H: 62

> O=C(Nc1nc2ccc(OC(F)(F)F)cc2s1)c1ccc(F)cc1
  A: 13; B: 8.3*; C: 4.0*; D: 22; E: 16; F: 6.6*; G: 6.4*; H: -4.2*

> CCC(Br)C(=O)Nc1ccccc1C (stereo not given)
  A: 98; B: 93; C: 101; D: 100; E: 101; F: 96; G: 91; H: 77

> COc1ccc(C2=C/C(=C\c3ccc(Cl)cc3)C(=O)N2Cc2ccccc2)cc1
  A: 91; B: 87; C: 96; D: 83; E: 92; F: 64; G: 90; H: 74

> Cc1nc2sc(C(=O)Nc3cccc4ccncc34)c(N)c2cc1C(C)O (stereo not given)
  A: 90; B: 90; C: 84; D: 100; E: 84; F: 84; G: 70; H: 68

> NC(N)=NNC(=O)Cc1ccc(Cl)cc1
  A: 98; B: 120; C: 90; D: 124; E: 101; F: 93; G: 96; H: 95

> CCOc1cc2ncc(C#N)c(Nc3ccc(OCc4cccc(F)c4)c(Cl)c3)c2cc1NC(=O)CC1CCSS1 (stereo not given)
  A: 46; B: -22*; C: 91; D: 39; E: 89; F: 56; G: 43; H: 39

> Cc1cnc(NS(=O)(=O)c2ccc(N)cc2)nc1-c1ccccc1O
  A: 106; B: 99; C: 109; D: 103; E: 100; F: 99; G: 92; H: 87

> C=C(C)C1CC=C(C)C(OCCN(CC)CC)C1 (stereo not given)
  A: 103; B: 101; C: 112; D: 109; E: 103; F: 100; G: 108; H: 90

> O=C(COc1ccc(-c2cc3ccccc3[nH]2)cc1)Nc1ccc(S(=O)(=O)Nc2nccs2)cc1
  A: 94; B: 97; C: 87; D: 106; E: 93; F: 97; G: 94; H: 70

> Cc1c(Cl)cccc1NC(=O)c1sc2nc3c(cc2c1N)CCCCC3
  A: 45; B: 54; C: 32; D: 66; E: 32; F: 24; G: /; H: 55

> COc1cccc(/C=C/C(=N/O)c2cc3ccccc3oc2=O)c1OC
  A: 92; B: 96; C: 103; D: 130; E: 107; F: 88; G: 105; H: 87

> CC(C)Cc1ccc(C(C)C(=O)OC2CC(C)(C)N([O])C(C)(C)C2)cc1 (stereo not given)
  A: 96; B: 94; C: 98; D: 115; E: 103; F: 107; G: 80; H: 82

> COc1ccc([C@@H]2c3[nH]c4ccccc4c3C[C@H]3C(=O)N(C4CCN(Cc5c(F)cccc5F)CC4)CC(=O)N23)c(OC)c1
  A: 74; B: 64; C: 76; D: 92; E: 90; F: 71; G: 62; H: 39

> CN(C)NC(=O)C(c1ccccc1)c1ccccc1
  A: 98; B: 101; C: 100; D: 88; E: 98; F: 99; G: 95; H: 80

> CCOc1ccc2[nH]c(=O)c(C(c3nnnn3CC3CCCO3)N3CCN(Cc4ccccc4)CC3)cc2c1 (stereo not given)
  A: 88; B: 56; C: 58; D: 114; E: 42; F: 61; G: 76; H: 100

> O=[N+]([O-])c1ccc(N2CCN(Cc3ccccc3)CC2)c2c1no[n+]2[O-]
  A: 19; B: -1.6*; C: 6.5*; D: -16*; E: -4.2*; F: -48*; G: 15; H: -78*

Complete entries, quoted from the list.
COc1cc(OC)c2c(c1)nc(-c1ccccc1)c1c(=O)n(C)c(=O)n(C)c12 reads SN12C = /; SF-268 = 110; SF-295 = 106; TK-10 = 109; 786-0 = 104; U251 = 110; CAKI-1 = 110; UO-31 = 97
CCOc1ccc2[nH]c(=O)c(C(c3nnnn3CC3CCCO3)N3CCN(Cc4ccccc4)CC3)cc2c1 (stereo not given) reads SN12C = 88; SF-268 = 56; SF-295 = 58; TK-10 = 114; 786-0 = 42; U251 = 61; CAKI-1 = 76; UO-31 = 100
CN(C)NC(=O)C(c1ccccc1)c1ccccc1 reads SN12C = 98; SF-268 = 101; SF-295 = 100; TK-10 = 88; 786-0 = 98; U251 = 99; CAKI-1 = 95; UO-31 = 80

Going on with the list:
Labels used below: A = SN12C; B = SF-268; C = SF-295; D = TK-10; E = 786-0; F = U251; G = CAKI-1; H = UO-31
> CC(CCC1CCCO1)OC(=O)CCCCCCCC(=O)OC(C)CCC1CCCO1 (stereo not given)
  A: 103; B: 106; C: 96; D: 98; E: 100; F: 116; G: 93; H: /

> COc1ccc(C(=O)/C=C/Nc2cc(-c3ccccc3)nn2-c2ccccc2)cc1
  A: 94; B: 90; C: 95; D: 84; E: 89; F: 93; G: 94; H: 79

> CC(=O)Nc1ccc(O)c(Br)c1
  A: 93; B: 95; C: 95; D: 102; E: 99; F: 95; G: 105; H: 91

> Clc1ccc(Nc2cccc(-c3cn[nH]c3)c2)c(Cl)c1
  A: 88; B: 67; C: 91; D: 95; E: 90; F: 86; G: 60; H: 57

> CCOC(=O)CCN(Cc1ccco1)C(=O)OCC
  A: 115; B: 115; C: 99; D: 101; E: 104; F: 103; G: 94; H: 93

> COc1ccc(OC)c(NC(=O)[C@@H]2CCC(=O)N2)c1
  A: 91; B: 98; C: 99; D: 100; E: 105; F: 87; G: 90; H: 94

> COc1cc(C)ccc1Oc1ccc([N+](=O)[O-])cc1
  A: 92; B: 96; C: 96; D: 93; E: 91; F: 93; G: 85; H: 60

> CN(C)c1ccc(-c2cc(-c3ccc(Nc4nc(Nc5ccc(F)cc5)nc(Nc5ccc(F)cc5)n4)cc3)nc(N)c2C#N)cc1
  A: 124; B: 111; C: 88; D: 164; E: 98; F: 112; G: 108; H: 85

> C#Cc1nc(C2=C(C)C(OC(=O)CCC(=O)O)CC2)cs1 (stereo not given)
  A: 101; B: 100; C: 108; D: 157; E: -86*; F: 106; G: 101; H: -19*

> CC(=O)/C(=C\c1c(-c2ccccc2)[nH]c2ccccc12)S(C)(=O)=O
  A: 33; B: 42; C: 3.8*; D: 43; E: 23; F: 15; G: 46; H: 51

> Nc1nc(Nc2ccccc2)nn1Cc1ccc(F)cc1F
  A: 111; B: 140; C: 99; D: 99; E: 94; F: 103; G: 96; H: 90

> COc1cccc([N+](=O)[O-])c1
  A: 105; B: 103; C: 101; D: 98; E: 105; F: 104; G: 103; H: 85

> C#CCN1CCC2(CC1)N(Cc1cn([C@@H]3O[C@H](COC(C)=O)[C@@H](OC(C)=O)[C@H](OC(C)=O)[C@@H]3OC(C)=O)nn1)C(=O)c1ccccc1N2CC#C
  A: 97; B: 102; C: 105; D: 95; E: 110; F: 91; G: /; H: 90

> c1ccc(C(=C2CCCO2)c2ccccc2)cc1
  A: 101; B: 108; C: 117; D: 100; E: 95; F: 111; G: 92; H: 86

> COc1ccc(C2=Nc3c(N)nc(N)nc3NC(c3sc(Cl)nc3Cl)C2)cc1 (stereo not given)
  A: 91; B: 82; C: 101; D: 98; E: 95; F: 86; G: 83; H: 76

> O=C(O)CC1CCCCC1c1ccccc1 (stereo not given)
  A: 105; B: 109; C: 100; D: 100; E: 103; F: 105; G: 103; H: 75

> CC(C)=CC=C(C)C
  A: 112; B: 96; C: 111; D: 113; E: /; F: 103; G: 98; H: 92

> NC(N)=Nc1cccc(Oc2ccc(N=C(N)Nc3ccc(Br)c(C(F)(F)F)c3)cc2)c1
  A: 60; B: 42; C: 83; D: 85; E: 85; F: 41; G: /; H: 89

> CCOC(=O)c1c(N2CCN(C)CC2)[nH]c(=O)c(C=Nc2cc(Cl)cc(Cl)c2)c1O
  A: 91; B: 98; C: 99; D: 104; E: 100; F: 99; G: 75; H: 92

> O=c1c2ccccc2c(=O)n(-c2ccccc2)n1-c1ccccc1
  A: 105; B: 109; C: 99; D: 114; E: 104; F: 109; G: 73; H: 83

> COc1cc(C2SCC(=O)N2NC(=O)c2ccc(C)nc2)cc(OC)c1OC (stereo not given)
  A: 99; B: 122; C: 103; D: 84; E: 102; F: 101; G: 95; H: 36

> CC(=O)Nc1cc(Cl)ccc1Cl
  A: 106; B: 110; C: 125; D: 116; E: 100; F: 98; G: 97; H: 117

> CCOC(=O)c1c2c(n3cc(C)ccc13)C(=O)c1ccccc1C2=O
  A: 87; B: 81; C: 98; D: 71; E: 86; F: 84; G: 62; H: 52

> CS(=O)(=O)Nc1nc2ccccc2[nH]1
  A: 97; B: 103; C: /; D: 121; E: 94; F: 109; G: 96; H: 71

> O=C(CN1C(=O)NC(c2ccccc2)(c2ccccc2)C1=O)c1ccc(N2CCN(c3ccc(Cl)cc3)CC2)cc1
  A: 95; B: 90; C: 71; D: 100; E: 89; F: 86; G: 73; H: 63

> COc1ccccc1/C=N\N/C(N)=N\N=C\c1ccccc1OC
  A: 18; B: 41; C: 5.0*; D: /; E: 8.0*; F: 5.7*; G: -7.0*; H: 14

> COc1ccc(S(=O)(=O)N2CCOCC2)cc1N
  A: 94; B: 111; C: 105; D: 116; E: 106; F: 106; G: 92; H: 87

> CCCCCCCCn1ccc2cc(NC(=O)Cn3cc(-c4ccc(F)cc4)nn3)ccc21
  A: 100; B: 98; C: 101; D: 115; E: 109; F: 96; G: 91; H: 77

> Cc1cccc(C(=N)c2ccccc2Cc2ccccc2)c1C
  A: 87; B: 113; C: /; D: 93; E: 103; F: 90; G: /; H: 57

> COc1ccc(C(=O)n2nc(CC(=O)NCc3ccccc3)nc2N)cc1
  A: 93; B: 108; C: 108; D: 103; E: 97; F: 105; G: 110; H: 83

> Cc1ccc(C(C)C)c(O)c1C(=O)O
  A: 104; B: /; C: 106; D: 100; E: 101; F: 105; G: /; H: 100

> O=C(/C=C/C(=O)Oc1ccccc1)Oc1ccccc1
  A: 104; B: 101; C: 106; D: 114; E: 112; F: 93; G: 90; H: 106
